Vif-A3F inh: inhibitors of Vif-A3F interaction; HeLa A3F-eYFP + Vif (tagged APOBEC3F with the HIV-1 protein that degrades it), YFP fluorescence increase; Potency, µM (top dose mostly 46.1 µM), inactives show at the highest dose activity, negative = active; actives 0.2% (n = 390,000); further: potency means the concentration at half of the fitted maximal effect; % of control where 0% means no effect; nearly all actives have a fitted effect of over 65% in size
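HeLa cells stably expressing Vif plus C-terminally eYFP-tagged A3F were seeded, incubated overnight at 37 deg C, dosed with compound, incubated overnight again at 37 deg C. Yellow fluorescence (Ex 488/Em 500-530) reported blocked Vif-mediated A3F-eYFP degradation.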
RXFP1 agonist: agonists of human relaxin receptor RXFP1. Q9HBX9. HEK293T-RXFP1 cAMP TR-FRET, 30 min; response scale: percent of porcine relaxin response, buffer zero. Potency, µM (doses to about 57.5 µM), for the others: top-dose activation, usual class: activators. actives 0.3% (n = 370,000). AID 2676; further: potency means the concentration at half of the fitted maximal effect; on the % scale 0 is the no-effect control and ±100 the full control effect; nearly all actives have a fitted effect of over 60% in size; many of its hits are not listed in these tables
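HEK293 cells stably expressing RXFP1, treated 30 min at 37C with compounds plus PDE4 inhibitor Ro 20174; cAMP measured by HTRF TR-FRET. Normalized to buffer and 29 nM porcine relaxin; EC50 by Hill fit.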
D1 agonist: agonists of human D1 dopamine receptor; P21728; HEK293 T-REx D1 cells, calcium flux, agonist mode; activation, % at 2 µM; actives 1% (n = 360,000); in the data active means activation above about 30%; further: 0% is about no effect
Target sequence (P21728 whole entry, looked up): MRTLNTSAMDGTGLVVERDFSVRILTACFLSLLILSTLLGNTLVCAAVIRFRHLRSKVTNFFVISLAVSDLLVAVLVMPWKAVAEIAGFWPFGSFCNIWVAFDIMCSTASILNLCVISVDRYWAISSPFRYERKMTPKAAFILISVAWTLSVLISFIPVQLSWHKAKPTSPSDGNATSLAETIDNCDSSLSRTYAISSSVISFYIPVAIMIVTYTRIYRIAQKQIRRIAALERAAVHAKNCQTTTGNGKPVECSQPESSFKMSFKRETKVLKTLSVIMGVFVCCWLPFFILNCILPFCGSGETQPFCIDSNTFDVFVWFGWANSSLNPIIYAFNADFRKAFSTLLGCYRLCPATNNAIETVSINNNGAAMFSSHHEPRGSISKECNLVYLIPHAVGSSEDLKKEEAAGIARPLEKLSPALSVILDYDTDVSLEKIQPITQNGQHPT
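Agonism was scored from calcium flux recorded over 180 s (1 read/s) after pintool compound addition, following a 10-cycle baseline. Cells were inducible force-coupled HEK293 TREx D1, plated overnight at 30 C and loaded with no-wash calcium dye.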
D2 potentiator: positive allosteric modulators of human D2 dopamine receptor; HEK293 T-REx D2, calcium flux, EC20 dopamine potentiation; potentiation, % at 10 µM; actives 0.34% (n = 340,000);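 active means potentiation over 3 SD above the plate norm, cut at about 30% in these data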; further: 0% is about no effect
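Potentiation of an EC20 dopamine calcium response is measured in a force-coupled, tetracycline-inducible Hek293 Trex D2 line. Compound-only kinetic reads over 180 s flag agonists before dopamine addition.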
GRP78 ERSR act: ER stress response induction in glioma; Potency, µM, for inactives: at the top dose activation, hits mostly activators; actives 0.02% (n = 420,000); U87-MG GRP78 promoter luciferase reporter, 16 h; AID 602332; further: potency means the concentration at half of the fitted maximal effect; series mostly up to about 76 µM; % of control where 0% means no effect; nearly all actives have a fitted effect of over 35% in size
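ERSR induction read as luciferase luminescence (Bright-Glo, 10 min at room temperature) in stably transfected human U87-MG glioma cells exposed to compounds for 16 h, using GRP78 as sensor.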
D1 antag: antagonists of human D1 dopamine receptor; actives 3.2% (n = 360,000); P21728; HEK293 TREx D1 cells, calcium flux, dopamine EC80; hits give low values; activity change, negative = inhibition, % at 10 µM; in the data active means activity change below about -30%; further: on the % scale 0 is the no-effect control and ±100 the full control effect
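Antagonism measured as reduced calcium response to an EC80 dopamine addition following 180 s compound pre-read; cells were inducible HEK293 Trex D1 plated overnight at 30 C, read kinetically at 1 cycle/sec.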
Vif-APOBEC3G blk: inhibitors of Vif-APOBEC3G interaction. Q9HC16. HeLa A3G-eYFP + Vif (tagged APOBEC3G with the HIV-1 protein that degrades it), YFP fluorescence, overnight. Potency, µM (series often up to 46.1 µM), inactives show at the highest dose activity, negative = active, usual class: inhibitors. actives 0.076% (n = 410,000);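 further: potency means the concentration at half of the fitted maximal effect; on the % scale 0 is the no-effect control and ±100 the full control effect; nearly all actives have a fitted effect of over 60% in size; hits raise eYFP signal because A3G escapes Vif-driven loss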
Target sequence (Q9HC16 whole entry, looked up): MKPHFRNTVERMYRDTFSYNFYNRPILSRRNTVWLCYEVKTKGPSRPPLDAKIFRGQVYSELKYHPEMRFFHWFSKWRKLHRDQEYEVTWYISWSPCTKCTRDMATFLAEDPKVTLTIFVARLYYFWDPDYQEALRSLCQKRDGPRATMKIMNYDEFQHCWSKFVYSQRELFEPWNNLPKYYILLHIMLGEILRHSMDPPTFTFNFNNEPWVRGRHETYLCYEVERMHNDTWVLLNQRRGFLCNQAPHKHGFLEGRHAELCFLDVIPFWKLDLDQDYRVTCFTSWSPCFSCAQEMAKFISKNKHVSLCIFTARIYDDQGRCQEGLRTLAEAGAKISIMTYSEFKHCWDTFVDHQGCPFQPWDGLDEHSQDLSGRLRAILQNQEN
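Read-out is eYFP fluorescence (Ex 488/Em 500-530) from Vif-expressing HeLa A3G-eYFP cells; more signal means A3G escaped Vif-mediated degradation. Cells plated overnight, compound pinned in, incubated overnight at 37 deg C.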
D1 potentiator: enhances dopamine response at the human D1 receptor | potentiation, % at 10 µM | P21728 | actives 0.036% (n = 360,000) | HEK293 TREx D1 cells, calcium flux, dopamine EC20 potentiation | AID 504651; in the data active means potentiation above about 30%; further: 0% is about no effect
RXFP1 antagonist: blocks the human relaxin receptor RXFP1. Q9HBX9. HEK293-RXFP1, relaxin-stimulated cAMP HTRF, 30 min; hits give low values. activity change, negative = inhibition, % at 57.5 µM. actives 0.59% (n = 350,000);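 active means activity change of -60% or lower, but not beyond a set lower limit; inconclusive means change between -60% and -40%, or beyond the set limit; inactive means change above -40%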; further: on the % scale 0 is the no-effect control and ±100 the full control effect
* marks the source's active call; other numbers are inactive results; ? = inconclusive; · = not tested or not shown; & = joins results of further samples; ! = a repeat was not active. Unless noted, the call rests on the fitted dose curve; in most records, active means well fitted curve in the direction sought with a large enough effect; inconclusive means small, poorly fitted or top-dose-only effect, or another doubt; inactive means no such curve, though single readings can be large; an effect the other way counts as inactive or inconclusive. Not all compounds are listed; the hit share may differ from the screen's.

no.	SMILES	D1 agonist	Vif-APOBEC3G blk	Vif-A3F inh	D1 antag	RXFP1 antagonist
1	Cc1ccc(NC(=O)C2COc3ccccc3O2)cc1 (configuration not stated)	2	1%	-2%	-11	13
2	CC(C)Oc1cc(O)c2c(=O)c(-c3ccc(O)cc3)coc2c1	-2	-8%	-18%	4	·
3	CCCn1c(SCC(=O)NCCc2ccccc2)nnc1-c1cccnc1	2	-1%	-10%	-9	3
4	COc1ccc(N(C(=O)c2ccco2)S(=O)(=O)c2ccccc2)cc1	1	-7%	2%	-19	4
5	CC(=O)Nc1ccc(Nc2cc(C)nc3c(-c4ccccc4)c(C)nn23)cc1	4	-6%	0%	-30*	27
6	CCC(C)(C)NC(=O)C(c1ccccc1Cl)N(C(=O)CCC(=O)Nc1cc(C)on1)c1ccc(NC(C)=O)cc1 (configuration not stated)	5	-6%	8%	3	-38
7	CCn1c2ccc(Cl)cc2c2nc3ccccc3nc21	1	0%	-9%	-1	-12
8	COc1ccc(N2CC(NS(=O)(=O)c3cccs3)CC2=O)cc1 (configuration not stated)	2	1%	-30%	-15	-2
9	Cn1c(=O)oc2cc(S(=O)(=O)N3CCCC(C(=O)NCc4ccc5c(c4)OCO5)C3)ccc21 (configuration not stated)	1	-6%	2%	19	·
10	Cc1cccc(-c2nc(CCNC(=O)COc3ccccc3)cs2)c1	0	-4%	3%	-29	-34
11	COc1ccc(/C=C2/C(=O)ON=C2C)cc1Br	3	2%	-5%	-3	-11
12	CCOc1ccccc1NC(=O)Nc1ccc(CC#N)cc1	2	0%	5%	1	2
13	Cc1cc(NC(=O)COC(=O)C2CCN(S(=O)(=O)c3ccc(Cl)cc3)CC2)no1	9	2%	·	-9	-6
14	O=C(COC(=O)/C=C/c1cccc(Cl)c1)NC1CC1	1	-13%	-5%	11	10
15	O=C(CN1C(=O)CCc2cc(S(=O)(=O)N3CCOCC3)ccc21)NCc1ccccc1	4	0%	-5%	10	·

no.	GRP78 ERSR act	D1 potentiator	D2 potentiator	RXFP1 agonist
1	0%	-9	-14	0.9%
2	-3%	3	5	0.0%
3	-4%	-5	·	2.2%
4	-3%	6	1	0.0%
5	-4%	8	-11	0.7%
6	-1%	-6	-2	2.9%
7	-1%	0	1	6.5%
8	-6%	4	-8	1.7%
9	-5%	·	-6	1.2%
10	-2%	0	-5	0.2%
11	-2%	-7	-2	-0.3%
12	3%	-2	-9	-0.3%
13	-4%	2	0	3.0%
14	-1%	-3	-9	0.9%
15	-1%	0	0	-1.0%

A second format for 8 compounds above.
nr	Compound	D1 agonist	Vif-APOBEC3G blk	Vif-A3F inh	D1 antag	RXFP1 antagonist	GRP78 ERSR act	D1 potentiator	D2 potentiator	RXFP1 agonist
5	CC(=O)Nc1ccc(Nc2cc(C)nc3c(-c4ccccc4)c(C)nn23)cc1	4	-6%	0%	-30*	27	-4%	8	-11	0.7%
6	CCC(C)(C)NC(=O)C(c1ccccc1Cl)N(C(=O)CCC(=O)Nc1cc(C)on1)c1ccc(NC(C)=O)cc1 (configuration not stated)	5	-6%	8%	3	-38	-1%	-6	-2	2.9%
7	CCn1c2ccc(Cl)cc2c2nc3ccccc3nc21	1	0%	-9%	-1	-12	-1%	0	1	6.5%
8	COc1ccc(N2CC(NS(=O)(=O)c3cccs3)CC2=O)cc1 (configuration not stated)	2	1%	-30%	-15	-2	-6%	4	-8	1.7%
9	Cn1c(=O)oc2cc(S(=O)(=O)N3CCCC(C(=O)NCc4ccc5c(c4)OCO5)C3)ccc21 (configuration not stated)	1	-6%	2%	19	·	-5%	·	-6	1.2%
10	Cc1cccc(-c2nc(CCNC(=O)COc3ccccc3)cs2)c1	0	-4%	3%	-29	-34	-2%	0	-5	0.2%
11	COc1ccc(/C=C2/C(=O)ON=C2C)cc1Br	3	2%	-5%	-3	-11	-2%	-7	-2	-0.3%
12	CCOc1ccccc1NC(=O)Nc1ccc(CC#N)cc1	2	0%	5%	1	2	3%	-2	-9	-0.3%

Additional records follow:
no.	SMILES	D1 agonist	Vif-APOBEC3G blk	Vif-A3F inh	D1 antag	RXFP1 antagonist
16	C=CCn1c(C)nnc1SCC(=O)c1[nH]c(C)c(C(C)=O)c1C	1	0%	-3%	4	-11
17	CCc1ccc(NCc2cc3cc(OC)c(OC)cc3n(CC(=O)Nc3cc(C)ccc3C)c2=O)cc1	2	-4%	5%	-3	·
18	COc1ccc(OC)c(C(=O)CSc2nnnn2C)c1	3	3%	-3%	8	16
19	COC(=O)c1ccc(CN2CCCC(CO)(Cc3ccccc3F)C2)cc1 (configuration not stated)	3	-1%	-9%	-5	-3
20	COc1ccccc1Oc1ccc2c(c1)C(=O)N(CC(=O)O)C2=O	1	0%	-26%	8	-4
21	O=C(Nc1ccccc1)/C(=C/c1ccc2c(c1)OCO2)NC(=O)c1ccco1	3	-1%	7%	0	·
22	COC(CNC(=O)c1ccc2nc3ccccc3c(=O)n2c1)OC	2	-1%	-2%	-10	-9
23	Cc1ccc(S(=O)(=O)NC(=O)N2CCCN(Cc3ccc(F)cc3)CC2)cc1	2	3%	-6%	6	-16
24	CCC(=O)Nc1cc(C)c(NC(=O)c2ccccc2OC)cn1	2	1%	-10%	8	-11
25	O=C(c1ccco1)N1CCN(C(c2ccc(F)cc2)c2nnnn2Cc2cccs2)CC1 (configuration not stated)	2	-1%	-2%	0	1
26	Cc1nn(-c2cccc(C(=O)O)c2)c(C)c1Oc1ccccc1O	4	-4%	9%	-3	-6
27	c1ccc2c(-c3ccncc3)c[nH]c2c1	3	0%	4%	-8	1
28	Cc1c(-c2ccccc2)nc2ccccc2c1C(=O)NCc1cccs1	2	-2%	-12%	-22	-7
29	COc1ccc(-c2csc3ncnc(Cl)c23)cc1	1	-8%	-16%	-5	-11
30	CC(=O)N1CCN(CCS(=O)(=O)c2cc(Cl)ccc2Cl)CC1	·	-28%	-1%	·	-11

no.	GRP78 ERSR act	D1 potentiator	D2 potentiator	RXFP1 agonist
16	1%	-3	10	0.4%
17	1%	3	2	-0.2%
18	-1%	-1	-3	0.6%
19	-1%	-2	-20	-1.7%
20	-1%	-3	-9	-1.7%
21	-2%	-7	-8	-0.3%
22	4%	-4	6	?
23	-4%	-2	-1	1.4%
24	7%	-7	0	1.4%
25	-4%	1	3	1.4%
26	-3%	9	-5	0.3%
27	-3%	-2	2	0.2%
28	-3%	-5	-1	-0.8%
29	-4%	-3	6	3.6%
30	-4%	·	·	·

Other results
no.	SMILES	D1 agonist	Vif-APOBEC3G blk	Vif-A3F inh	D1 antag	RXFP1 antagonist
31	O=S(=O)(NCCCCNS(=O)(=O)c1c(F)cccc1F)c1ccc2c(c1)OCCO2	1&2	4%	-2%	-41*!	·
32	Cc1ccccc1OCC(O)Cn1c(Br)nc2c1c(=O)[nH]c(=O)n2C (configuration not stated)	8	4%	-4%	-15	4
33	O=C(CCCn1c(=O)c2ccccc2n(Cc2ccc(F)cc2Cl)c1=O)NCCc1ccc(Cl)cc1	-2	-3%	-8%	1	·
34	COC(=O)C1=C(C(=O)OC)[C@@H]2N(C)c3ccccc3[C@@]23C[C@@H](C(=O)OC)N(C(=O)c2cccs2)C3=N1	0	-6%	0%	19	·
35	O=C(CSc1nnc(-c2ccc(Br)cc2)n1C1CCCCC1)N1CCCC1	-1	-1%	3%	21	4
36	CCCCOc1ccc(N=Nc2ccc(N)nc2N)cn1	6	3%	1%	-16	8
37	CC(C)S(=O)(=O)c1csc(C(=O)NN)c1-n1cccc1	8	3%	8%	0	5
38	COc1cccc(-c2nn(Cc3ccccc3)cc2CO)c1	6	0%	5%	11	1
39	O=C1NC(=Nc2cccc([N+](=O)[O-])c2)SC1(CO)CO	3	-1%	1%	7	-1
40	CN(C)c1cccc(F)c1C(=O)NC(=O)Nc1ccc(Cl)cc1	·	?	-8%	·	-3
41	COc1cc2ccccc2cc1C(=O)NC1CCC(C)CC1 (configuration not stated)	·	1%	-3%	·	?
42	COC(=O)c1ccc(NC(=O)CSCC(=O)OCC(=O)c2ccc(Br)cc2)cc1	6	-2%	-15%	·	-18
43	CC1C(C#N)=C(N)OC2=C1C(=O)CCC2 (configuration not stated)	2	0%	-8%	3	-3
44	O=C(CC1NC(=O)NC1=O)Nc1cccc2ccccc12 (configuration not stated)	4	0%	-1%	-24	-7

no.	GRP78 ERSR act	D1 potentiator	D2 potentiator	RXFP1 agonist
31	-4%	0&-6	-4	-0.6%
32	-4%	1	3	-1.5%
33	-1%	0	1	-0.6%
34	-3%	-1	-3	0.5%
35	-1%	-2	-4	0.9%
36	-8%	-5	6	3.3%
37	-6%	0	-4	0.5%
38	5%	-9	1	-0.5%
39	-4%	1	-6	-2.6%
40	-2%	·	·	·
41	4%	·	·	·
42	-1%	-3	3	0.4%
43	2%	-5	23	1.2%
44	-4%	0	-6	1.0%

Screening data: PubChem, National Center for Advancing Translational Sciences (NCATS)
